FXIIa inh 1536: blocks human coagulation factor XIIa protease activity. P00748. purified FXIIa, Boc-QGR-AMC fluorogenic substrate, 2 h. inhibition, % at 5 µM. 220,000 tested, 0.3% active; in the data active means inhibition above about 40%;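 further: 0% = enzyme with no compound and 100% = blank without enzyme; many of its hits are not listed in these tables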
14-3-3 Bad PPI: disrupts binding of bovine 14-3-3 zeta to phospho-Bad peptide. P63103. TR-FRET 14-3-3zeta/Dy647-pBad peptide displacement, 1 h. inhibition, % at 21.7 µM. 220,000 tested, 0.71% active. AID 781;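 active means inhibition above about 70%, limit read from the data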;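 further: 0% = full 14-3-3 plus peptide FRET controls and 100% = background without 14-3-3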
Runt-CBFb FRET: Runt domain-CBFb interaction inhibition; Q01196+Q13951; Cerulean-Runt/Venus-CBFb FRET ratio 530/480, 1 h; inhibition, % at 20 µM; 220,000 tested, 0.46% active;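 active means inhibition over about 50% at 20 µM in the single-dose screen, limit read from the data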;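 further: 0% = DMSO wells and 100% = excess unlabeled CBFb competitor control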
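Assay system: Cerulean-Runt domain / Medium: Tris 50 mM pH 7.5, KCl, K2SO4, 0.01% BSA / Timing: protein complex preformed 1 h, compound exposure 1 h, room temperature, dark / Measured by: FRET, excitation 422 nm, emission at 530 and 480 nm / Evaluation: loss of energy transfer signal / Control set: 5 µM unlabeled CBFb as full-inhibition high control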
Hck Nef HTS: human Hck-Nef kinase inhibition | P08631 | Recombinant Hck-YEEI plus Nef, Z-Lyte FRET kinase assay | inhibition, % at 20 µM | 220,000 tested, 0.68% active | AID 463187;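 active means Hck-Nef kinase inhibition above about 50%, limit read from the data; inactive means inhibition below that limit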;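 further: 0% = DMSO with Hck plus Nef and 100% = Hck alone without Nef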
Wee1 stabilizer: blocks degradation of human Wee1 kinase. HeLa Luc-Wee1K328M stability, luciferase luminescence; 100% = proteasome inhibitor MG132 effect. 220,000 tested, 1.2% active. reporter increase, % at 5 µM;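 active means activation above the mean of all tested compounds plus 3 SD, set per screening run, cut at about 8.8% in these data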;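 further: cells exposed to compound for 20 h before luminescence read; 0% = DMSO alone and 100% = MG132 at 30 µM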
FXIa inh 1536: inhibitors of human coagulation factor XIa; P03951; purified FXIa, Boc-Glu-Ala-Arg-AMC fluorogenic substrate; inhibition, % at 5 µM; 220,000 tested, 0.14% active; AID 798;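 active means inhibition of at least 40%; inactive means inhibition below 40%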;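 further: fluorescence of freed AMC excited at 355 nm; 0% = enzyme without compound and 100% = no enzyme blank; many of its hits are not listed in these tables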
Target sequence (P03951 19-387 limits assumed): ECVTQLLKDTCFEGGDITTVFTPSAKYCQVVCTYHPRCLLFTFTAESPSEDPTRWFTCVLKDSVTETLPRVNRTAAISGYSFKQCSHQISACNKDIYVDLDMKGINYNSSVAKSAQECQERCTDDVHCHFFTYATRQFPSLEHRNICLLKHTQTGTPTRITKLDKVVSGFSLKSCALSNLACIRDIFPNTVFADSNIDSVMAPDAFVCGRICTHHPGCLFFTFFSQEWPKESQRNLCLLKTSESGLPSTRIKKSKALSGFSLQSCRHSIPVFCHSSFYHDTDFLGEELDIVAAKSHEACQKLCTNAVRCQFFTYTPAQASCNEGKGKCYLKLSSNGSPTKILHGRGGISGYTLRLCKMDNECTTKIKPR
Target sequence (P03951 388-625 limits assumed): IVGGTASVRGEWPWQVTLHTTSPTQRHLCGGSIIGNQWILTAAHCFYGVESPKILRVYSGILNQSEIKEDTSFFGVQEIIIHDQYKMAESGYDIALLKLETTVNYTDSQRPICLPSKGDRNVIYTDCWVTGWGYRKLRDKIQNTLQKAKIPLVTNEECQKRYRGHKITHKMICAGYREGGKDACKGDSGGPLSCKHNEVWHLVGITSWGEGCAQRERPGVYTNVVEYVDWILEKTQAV
Thrombin inh: thrombin (human) inhibition. P00734. alpha-thrombin, Boc-VPR-AMC fluorogenic substrate cleavage. inhibition, % at 5 µM. 220,000 tested, 0.26% active;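 active means inhibition at or above 40%; inactive means inhibition below 40%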;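 further: 0% = enzyme with no compound and 100% = wells without enzyme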
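Assay system: human alpha-thrombin enzyme. Reagent: Boc-VPR-AMC substrate, 15 µM final. Compound dosing: one concentration per compound, 5 µM, with 0.2% DMSO. Incubation: room-temperature reaction. Technique: AMC fluorescence, 355/460 nm. Measure: % inhibition relative to enzyme controls and enzyme-free blanks.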
KLK5 inh: kallikrein 5 (human) inhibition. inhibition, % at 5 µM. Q9Y337. recombinant hK5, fluorogenic AMC substrate cleavage. 210,000 tested, 0.59% active. AID 873;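 active means inhibition of 40% or more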;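 further: 0% = enzyme controls without compound and 100% = no-enzyme blanks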
Target sequence (Q9Y337 67-293 limits assumed): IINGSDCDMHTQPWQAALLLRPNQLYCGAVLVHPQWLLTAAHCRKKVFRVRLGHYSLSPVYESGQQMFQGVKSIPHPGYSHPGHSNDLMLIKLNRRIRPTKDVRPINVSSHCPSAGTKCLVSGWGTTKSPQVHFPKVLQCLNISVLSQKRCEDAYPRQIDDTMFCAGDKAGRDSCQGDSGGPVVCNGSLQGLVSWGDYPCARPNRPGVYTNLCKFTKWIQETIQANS
Runt-SMMHC FRET: blocks binding of human RUNX1 Runt domain to CBFb-SMMHC; Q01196+Q13951; inhibition, % at 20 µM; Cerulean-Runt/Venus-CBFb-SMMHC FRET ratio 530/480, 1 h; 220,000 tested, 0.74% active;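 active means mean inhibition across duplicate retests at 20 µM reaching about 50%, limit read from the data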;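 further: 0% = DMSO wells and 100% = wells with excess untagged CBFb-SMMHC; inhibitors lower the FRET ratio by blocking Runt binding to CBFb-SMMHC; some results filed as inactive read as strong as hits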
* hit, by the source's call; [ ] = another dose, or the depositor's remark. Hits appear at their usual frequency; overall some 4.2% were active at least once.

Screening O=C(Nc1ccccc1OC(F)F)c1ccc(Br)o1 returned FXIIa inh 1536 6, 14-3-3 Bad PPI -6[fluorescence artefact?], Runt-CBFb FRET -2, Hck Nef HTS 0, Wee1 stabilizer 4, FXIa inh 1536 -1, Thrombin inh -6, KLK5 inh -13 and Runt-SMMHC FRET -3.
Screening O=c1c2ccccc2[nH]c(=S)n1Cc1cccnc1 returned FXIIa inh 1536 3, 14-3-3 Bad PPI -7, Runt-CBFb FRET -1, Hck Nef HTS -3, Wee1 stabilizer -1, FXIa inh 1536 2, Thrombin inh -2, KLK5 inh -8 and Runt-SMMHC FRET 1.
For Cn1cc2ccc(N)cc2n1 the results were FXIIa inh 1536 12, 14-3-3 Bad PPI -13, Runt-CBFb FRET -11, Hck Nef HTS 20, Wee1 stabilizer 1, FXIa inh 1536 -3, Thrombin inh 0, KLK5 inh 2 and Runt-SMMHC FRET -13.
For O=C(COC(=O)CCSc1ccccc1)NCc1ccccc1 the results were FXIIa inh 1536 5, 14-3-3 Bad PPI -6, Runt-CBFb FRET -2, Hck Nef HTS 23, Wee1 stabilizer 1, FXIa inh 1536 -5, Thrombin inh -4, KLK5 inh -3 and Runt-SMMHC FRET 1.
For COc1ccc(Br)cc1/C=N/NC(=O)c1ccc(OC)c(OC)c1 the results were FXIIa inh 1536 7, 14-3-3 Bad PPI -12, Runt-CBFb FRET -4, Hck Nef HTS 27, Wee1 stabilizer 0, FXIa inh 1536 6, Thrombin inh -6, KLK5 inh -1 and Runt-SMMHC FRET -2.
COc1cccc(C(=O)N2CCN(C3CCN(Cc4ccccc4)CC3)CC2)c1 was read as FXIIa inh 1536 13, 14-3-3 Bad PPI 57, Runt-CBFb FRET 1, Hck Nef HTS 20, Wee1 stabilizer -1, FXIa inh 1536 5, Thrombin inh 1, KLK5 inh -15 and Runt-SMMHC FRET -1.
For CCNc1sc(C(=O)c2cccs2)c(N)c1-c1nc2ccccc2s1 the results were FXIIa inh 1536 -14, 14-3-3 Bad PPI 4, Runt-CBFb FRET 39, Hck Nef HTS 2, Wee1 stabilizer 3, FXIa inh 1536 9, Thrombin inh -5 and KLK5 inh -18.
For COc1cccc(NC(=O)CCN2CCN(C)CC2)c1 the results were FXIIa inh 1536 13, 14-3-3 Bad PPI 58[fluorescence artefact?], Runt-CBFb FRET 0, Hck Nef HTS 1, Wee1 stabilizer 2, FXIa inh 1536 2, Thrombin inh 0, KLK5 inh -7 and Runt-SMMHC FRET -1.
For COC(=O)c1cc2n(n1)CCN(Cc1ccccc1F)C2=O the results were FXIIa inh 1536 -18, Runt-CBFb FRET -1, Hck Nef HTS 2, Wee1 stabilizer 1, FXIa inh 1536 -17, Thrombin inh -6, KLK5 inh 7 and Runt-SMMHC FRET -2.
Screening CC(C)=C1SC(N2CCN(c3ccc(C)c(Cl)c3)CC2)=NC1=O returned FXIIa inh 1536 0, 14-3-3 Bad PPI -2, Runt-CBFb FRET 0, Hck Nef HTS -5, Wee1 stabilizer -2, FXIa inh 1536 -4, Thrombin inh -11, KLK5 inh -5 and Runt-SMMHC FRET 0.
CC(=O)C1=C(C)NC(SCC(=O)c2ccc(F)cc2)=C(C#N)C1CC(C)C (centres undefined) was read as FXIIa inh 1536 13, 14-3-3 Bad PPI -6, Runt-CBFb FRET 1, Hck Nef HTS 6, Wee1 stabilizer -3, FXIa inh 1536 6, Thrombin inh 0, KLK5 inh -8 and Runt-SMMHC FRET 8.
Screening O=C(Nc1ccc(-c2nc3ccccc3[nH]2)cc1)c1c(F)c(F)c(F)c(F)c1F returned FXIIa inh 1536 7, 14-3-3 Bad PPI -4, Runt-CBFb FRET 2, Hck Nef HTS 112*, Wee1 stabilizer -1, FXIa inh 1536 -5, Thrombin inh 2, KLK5 inh -10 and Runt-SMMHC FRET -1.
CCCNC(=O)Cc1c(OC)ccc2cc(Br)ccc12 was read as FXIIa inh 1536 14, 14-3-3 Bad PPI -16, Runt-CBFb FRET 0, Hck Nef HTS 3, Wee1 stabilizer -1, FXIa inh 1536 6, Thrombin inh -2, KLK5 inh -1 and Runt-SMMHC FRET -5.
`Cc1ccc2c(=O)oc(N(C)C)nc2c1` gave FXIIa inh 1536 10, 14-3-3 Bad PPI 3, Runt-CBFb FRET -1, Hck Nef HTS 11, Wee1 stabilizer 0, FXIa inh 1536 11, Thrombin inh -7, KLK5 inh -2 and Runt-SMMHC FRET -1.
`O=C(c1cc2nc(-c3ccc(Cl)cc3)cc(C(F)(F)F)n2n1)N1CCOCC1` gave FXIIa inh 1536 8, 14-3-3 Bad PPI -12, Runt-CBFb FRET -2, Hck Nef HTS 23, Wee1 stabilizer -1, FXIa inh 1536 3, Thrombin inh -11, KLK5 inh 1 and Runt-SMMHC FRET 0.
For CCOC(=O)c1cc2c(=O)n3ccccc3nc2n(C(C)C)c1=NC(=O)c1c(-c2ccccc2Cl)noc1C the results were FXIIa inh 1536 10, 14-3-3 Bad PPI -10, Runt-CBFb FRET 82*, Hck Nef HTS 8, Wee1 stabilizer 2, FXIa inh 1536 1, Thrombin inh 4, KLK5 inh -5 and Runt-SMMHC FRET 88*.
CCCCCCN(C(=O)CCCCCN1C(=O)NC(c2ccc(-c3ccccc3)cc2)C(C(=O)OCc2ccccc2)=C1C)C(C(=O)NCCCC)c1ccc(O)cc1 (centres undefined) was read as FXIIa inh 1536 14, 14-3-3 Bad PPI -1, Runt-CBFb FRET -4, Hck Nef HTS -5, Wee1 stabilizer -1, FXIa inh 1536 6, Thrombin inh -3, KLK5 inh -3 and Runt-SMMHC FRET -3.
Cc1ccc(Sc2c(C)[nH]n(C(C)(C)C)c2=O)cc1 was read as FXIIa inh 1536 8, 14-3-3 Bad PPI -1, Runt-CBFb FRET 0, Hck Nef HTS 1, Wee1 stabilizer 0, FXIa inh 1536 -3, Thrombin inh -3, KLK5 inh 6 and Runt-SMMHC FRET 4.
Cc1ccc(NC2c3ncccc3C(=O)N2Cc2ccco2)c(C)c1 (centres undefined) was read as FXIIa inh 1536 2, 14-3-3 Bad PPI 2, Runt-CBFb FRET 2, Hck Nef HTS 15, Wee1 stabilizer -1, FXIa inh 1536 2, KLK5 inh -6 and Runt-SMMHC FRET -3.
O=C(NC(O)C(=O)c1ccccc1)c1cccs1 (centres undefined) was read as FXIIa inh 1536 12, 14-3-3 Bad PPI 5[fluorescence artefact?], Runt-CBFb FRET 0, Hck Nef HTS 2, Wee1 stabilizer -2, FXIa inh 1536 2, Thrombin inh -3, KLK5 inh -9 and Runt-SMMHC FRET 1.
`CCOC(=O)C1CCN(C(=O)c2ccccc2NC(=O)c2ccc(Br)cc2)CC1` gave FXIIa inh 1536 -1, 14-3-3 Bad PPI -12, Runt-CBFb FRET -3, Hck Nef HTS 8, Wee1 stabilizer 5, FXIa inh 1536 3, Thrombin inh -2, KLK5 inh -14 and Runt-SMMHC FRET 2.
COc1cc(/C=N\NC(=O)CC(=O)NCCc2ccccc2)ccc1O was read as FXIIa inh 1536 11, 14-3-3 Bad PPI 3, Runt-CBFb FRET 4, Hck Nef HTS 25, Wee1 stabilizer -1, FXIa inh 1536 -2, Thrombin inh -4, KLK5 inh 1 and Runt-SMMHC FRET 2.
`CC(=O)Nc1sc2c(c1C(c1cccs1)N1CCOCC1)CCCC2` (centres undefined) gave FXIIa inh 1536 6, 14-3-3 Bad PPI 4, Runt-CBFb FRET -3, Hck Nef HTS 0, Wee1 stabilizer -2, FXIa inh 1536 6, Thrombin inh 2, KLK5 inh -24 and Runt-SMMHC FRET -1.
CCOc1cc(N2CCOCC2)c(OCC)cc1NC(=O)COc1ncnc2ccccc12 was read as FXIIa inh 1536 16, 14-3-3 Bad PPI -4, Runt-CBFb FRET 4, Hck Nef HTS 4, Wee1 stabilizer -1, FXIa inh 1536 4, Thrombin inh -1, KLK5 inh 3 and Runt-SMMHC FRET 2.
CCOC(=O)C1C(=O)N(C(=O)c2ccc(OC)cc2)CC1c1ccccc1 (centres undefined) was read as FXIIa inh 1536 15, 14-3-3 Bad PPI 6, Runt-CBFb FRET -2, Hck Nef HTS 0, Wee1 stabilizer 3, FXIa inh 1536 8, Thrombin inh 15, KLK5 inh 11 and Runt-SMMHC FRET -1.
Screening CC(C)(C)NC(=O)CSc1nnc(-c2ccccn2)n1Cc1ccccc1 returned FXIIa inh 1536 8, 14-3-3 Bad PPI -3, Runt-CBFb FRET -1, Hck Nef HTS 10, Wee1 stabilizer -3, FXIa inh 1536 1, Thrombin inh 1, KLK5 inh -1 and Runt-SMMHC FRET 2.
CC1CCCN(C2=NC(=O)/C(=C/c3cn(-c4ccccc4)nc3-c3cccc(S(=O)(=O)N(C)C)c3)S2)C1 (centres undefined) was read as FXIIa inh 1536 1, 14-3-3 Bad PPI 1, Runt-CBFb FRET -4, Hck Nef HTS 1, Wee1 stabilizer 1, FXIa inh 1536 -8, Thrombin inh -2, KLK5 inh 2 and Runt-SMMHC FRET -5.
`CN(C)S(=O)(=O)c1cccc(C(=O)Nc2ccccc2Cl)c1` gave FXIIa inh 1536 24, 14-3-3 Bad PPI -4, Runt-CBFb FRET 3, Hck Nef HTS 4, Wee1 stabilizer 0, FXIa inh 1536 18, Thrombin inh 8, KLK5 inh 3 and Runt-SMMHC FRET -1.
Screening Nc1c(C(=O)Nc2ccc(Cl)cc2)oc2ccccc12 returned FXIIa inh 1536 6, 14-3-3 Bad PPI 1[fluorescence artefact?], Runt-CBFb FRET 5, Hck Nef HTS 4, Wee1 stabilizer 1, FXIa inh 1536 -2, Thrombin inh -10, KLK5 inh -53 and Runt-SMMHC FRET 1.
Screening c1csc(-c2ncc3ccccn23)c1 returned FXIIa inh 1536 3, 14-3-3 Bad PPI 3[fluorescence artefact?], Runt-CBFb FRET -5, Hck Nef HTS 1, Wee1 stabilizer -3, FXIa inh 1536 -6, Thrombin inh -6, KLK5 inh -5 and Runt-SMMHC FRET -42.
Screening CN(C)CCC1c2ccc(Cl)cc2CCc2cccnc21 (centres undefined) (tested in a mixture with another compound) returned FXIIa inh 1536 12, 14-3-3 Bad PPI 1, Runt-CBFb FRET 0, Hck Nef HTS -7, Wee1 stabilizer 3, FXIa inh 1536 6, Thrombin inh -2, KLK5 inh -3 and Runt-SMMHC FRET 2.
`C=CCn1c(-c2csc(-c3ccc(OC)c(OC)c3)n2)n[nH]c1=S` gave FXIIa inh 1536 10, 14-3-3 Bad PPI -2, Runt-CBFb FRET -9, Hck Nef HTS -6, Wee1 stabilizer 5, FXIa inh 1536 -3, Thrombin inh -1, KLK5 inh 4 and Runt-SMMHC FRET 9.
`O=C(CSc1n[nH]c(-c2ccccc2)n1)Nc1ccc(N2CCOCC2)cc1` gave FXIIa inh 1536 2, 14-3-3 Bad PPI -5, Runt-CBFb FRET 1, Hck Nef HTS 2, Wee1 stabilizer 0, FXIa inh 1536 -5, Thrombin inh -2, KLK5 inh -9 and Runt-SMMHC FRET -4.
